Screening results (PubChem)
Tb PGK inh: blocks T. brucei phosphoglycerate kinase; Potency, µM (titrated, usually from 57.5 µM), for the others: at the top dose activity change, negative = inhibition, actives largely listed as inhibitors; P07378; 0.043% of 380,000 active; PGK/GAPDH coupled, Kinase-Glo luminescence, 60 min; also: % is scaled to controls: 0 for no effect and ±100 for the full control effect; nearly all actives have a fitted effect of over 60% in size
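Luminescent ATP detection (Kinase-Glo Plus) follows a 60-minute room-temperature incubation, with wells lacking PGK as controls. Buffer: 100 mM TEA (pH 7.6), 5 mM MgCl2, 0.01% Tween-20. Coupling enzyme GAPDH (100 nM final) supplies unstable 1,3-BPG in-well.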
RGS4 inhibitor: human RGS4 inhibition; Potency, µM (titrated, usually from 114 µM), inactives show at the top dose activity change, negative = inhibition, usual class: inhibitors; 0.039% of 390,000 active; Transcreener GDP fluorescence polarization, RGS4-accelerated GTP hydrolysis; P49798; also: % is scaled to controls: 0 for no effect and ±100 for the full control effect; nearly all actives have a fitted effect of over 75% in size; some results filed as inactive show a strong effect at the top dose
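MLSMR compounds (23 nl, pin-transferred) preincubated 10 min at room temperature with a 500nM (2x) first reagent, then RGS4 at 900nM (2x) plus Transcreener GDP mix added; fluorescence polarization (620/688 nm) read before and after 90 min at 30 °C.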
Pin1 inhibitor: human Pin1 inhibition; Pin1 FP peptide displacement, HiFluor488, 10 min; Potency, µM (titrated, usually from 115 µM), without a hit: at the highest dose activity, negative = inhibition, hits mostly inhibitors; 0.009% of 390,000 active; active = well fitted inhibition curve with a large enough effect in the polarisation, with a control signal flat, not every such curve was filed as active; inconclusive = small, poorly fitted or top-dose-only effect, or effect the other way, or a change in a side signal; inactive = no such curve, though single readings can be large or run the other way; the % refers to the polarisation; also: % is scaled to controls: 0 for no effect and ±100 for the full control effect
ERG-DNA inh: blocks human ERG Ets domain binding to DNA; fluorescence polarization, His-ERG Ets domain / labelled DNA; Potency, µM (highest dose often 76.9 µM), inactives show at the highest dose FP activity, negative = inhibition, hits mostly inhibitors; 0.028% of 370,000 active; AID 624246; active = well fitted inhibition curve with a large enough effect in the polarisation, with a control signal flat; inconclusive = small, poorly fitted or top-dose-only effect, or effect the other way, or a change in a side signal; inactive = no such curve, though single readings can be large or run the other way; the % refers to the polarisation;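 also: polarization taken with two DNA probes labelled with fluorescein and Texas red; % of control where 0% means no effect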
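His-tagged ERG Ets domain (1 uM in the protein solution; 300mM KCl, 50mM Tris-HCl, 1mM EDTA, 1mM DTT, pH 7.5) received compound, then a probe mix of 5 nM fluorescein-DNA and 100nM Texas-615-DNA. Fluorescence polarization was read for both dyes.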
GLS inhibitor: glutaminase GLS (human) inhibition | 0.21% of 410,000 active | GLS enzymatic activity, qHTS titration | Potency, µM (titrated, usually from 45.5 µM), for the others: top-dose activity change, negative = inhibition, most hits filed as inhibitors; also: % is scaled to controls: 0 for no effect and ±100 for the full control effect
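hKGA in 45 mM KH2PO4 (pH 8.2), 0.02% Tween-20 with compound, then 1mM L-Glutamine (stock as added) plus glutamate oxidase/HRP/Amplex red coupling mix. Fluorescence read initially and after 30 min at RT; signal change reflects glutamate formation.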
TrxR1 inh: blocks rat thioredoxin reductase 1; O89049; recombinant rTrxR1, NADPH fluorescence consumption, selenite substrate; 1% of 390,000 active; Potency, µM (series often up to 114 µM), for inactives: top-dose activity change, negative = inhibition, usual class: inhibitors; also: % is scaled to controls: 0 for no effect and ±100 for the full control effect; nearly all actives have a fitted effect of over 65% in size
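Rat TrxR1 (90 nM in the dispensed reagent) was pre-reduced with 400 uM NADPH for 5 min at room temperature, then incubated with compound for 15 min. After 400 uM selenite was added, NADPH fluorescence (Ex 340/Em 450 nm) was followed for 8 min.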
ALOX12 inh: inhibitors of human 12S-lipoxygenase ALOX12 | P18054 | purified 12hLO, xylenol orange hydroperoxide absorbance | Potency, µM (titrated, usually from 108 µM), for inactives: top-dose activity change, negative = inhibition, most hits filed as inhibitors | 1.1% of 580,000 active | AID 1671190; also: % is scaled to controls: 0 for no effect and ±100 for the full control effect
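Hydroperoxide product was detected by ferrous iron/xylenol orange as the 573 to 405 nm absorbance ratio. Arachidonic acid at 40 uM (final) was turned over for 30 min at room temperature by 150 nM human 12hLO, pH 7.0 Hepes buffer, after 15 min compound preincubation.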
JMJD2A Tudor: JMJD2A Tudor domain (human) inhibition; AlphaScreen JMJD2A-Tudor / H3K4me3 peptide binding; Potency, µM (series often up to 114 µM), for inactives: at the highest dose activity change, negative = inhibition, hits mostly inhibitors; 4.4% of 390,000 active; also: % is scaled to controls: 0 for no effect and ±100 for the full control effect; nearly all actives have a fitted effect of over 50% in size
Target sequence (O75164 whole entry, looked up, the tested form may be a part): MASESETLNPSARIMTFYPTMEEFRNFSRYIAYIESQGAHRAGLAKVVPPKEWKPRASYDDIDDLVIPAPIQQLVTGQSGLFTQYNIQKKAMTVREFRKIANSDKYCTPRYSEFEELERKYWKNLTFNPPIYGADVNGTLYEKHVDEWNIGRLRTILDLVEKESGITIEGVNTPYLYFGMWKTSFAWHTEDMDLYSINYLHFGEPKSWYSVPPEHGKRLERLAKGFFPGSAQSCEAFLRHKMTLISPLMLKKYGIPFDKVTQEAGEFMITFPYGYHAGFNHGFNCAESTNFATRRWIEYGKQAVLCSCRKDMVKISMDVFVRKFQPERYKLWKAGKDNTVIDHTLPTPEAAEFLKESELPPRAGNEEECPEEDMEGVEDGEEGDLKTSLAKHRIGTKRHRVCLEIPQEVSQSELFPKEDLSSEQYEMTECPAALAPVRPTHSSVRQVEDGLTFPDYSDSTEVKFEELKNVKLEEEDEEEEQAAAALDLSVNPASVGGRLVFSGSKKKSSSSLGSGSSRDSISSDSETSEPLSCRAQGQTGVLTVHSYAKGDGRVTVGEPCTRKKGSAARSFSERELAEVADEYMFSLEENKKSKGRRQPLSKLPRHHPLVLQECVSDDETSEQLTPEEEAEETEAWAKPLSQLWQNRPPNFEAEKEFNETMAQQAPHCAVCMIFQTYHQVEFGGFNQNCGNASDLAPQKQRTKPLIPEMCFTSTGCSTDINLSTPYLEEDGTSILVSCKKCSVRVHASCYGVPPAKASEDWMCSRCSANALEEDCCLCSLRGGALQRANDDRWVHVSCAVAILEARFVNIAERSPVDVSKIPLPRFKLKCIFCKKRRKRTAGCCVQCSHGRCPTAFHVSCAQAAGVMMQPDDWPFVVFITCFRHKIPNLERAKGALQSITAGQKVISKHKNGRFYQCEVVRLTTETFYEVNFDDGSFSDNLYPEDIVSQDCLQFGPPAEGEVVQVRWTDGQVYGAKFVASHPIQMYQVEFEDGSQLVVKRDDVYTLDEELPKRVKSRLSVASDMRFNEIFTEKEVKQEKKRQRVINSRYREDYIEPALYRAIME
HP1b chromo inh: inhibitors of HP1-beta chromodomain binding to methylated histone tails. P83916. AlphaScreen HP1-beta / biotin-H3K9me3 peptide binding. Potency, µM (titrated, usually from 114 µM), for inactives: at the top dose activity change, negative = inhibition, usual class: inhibitors. 0.56% of 390,000 active; also: nearly all actives have a fitted effect of over 70% in size; inactives centre near 23
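Compound inhibition of the preformed complex between 50 nM HP1-beta and 50 nM biotinylated H3K9me3 peptide was read by AlphaScreen. Buffer was PBS pH 7.4 with 0.01% Tween-20. Incubations ran 30 min at room temperature, with 10 ug/mL donor/acceptor beads.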
* marks the source's active call; other numbers are inactive results; & = joins results of further samples; [ ] = remark or other dose. Unless noted, calls follow the shape of the dose curve; as a rule, active = well fitted curve in the direction sought with a large enough effect; inconclusive = small, poorly fitted or top-dose-only effect, or another doubt; inactive = no such curve, though single readings can be large; an effect the other way counts as inactive or inconclusive. Potency is read from the fitted curve at half-maximal effect.

`CC1CCc2sc(C(=O)OCC(=O)NCc3ccc(F)cc3)cc2C1` (stereo unspecified) gave Tb PGK inh 0.0%, RGS4 inhibitor 21.5%, Pin1 inhibitor 5.0%, ERG-DNA inh -4.7%, GLS inhibitor 2.9%, TrxR1 inh -7.6%, ALOX12 inh -10.2%, JMJD2A Tudor -7.5% and HP1b chromo inh 17.8%.
Cc1ccc(C2=NN(CC(=O)NCc3ccco3)C(=O)CC2)cc1 was read as Tb PGK inh -3.3%, RGS4 inhibitor -19.4%, Pin1 inhibitor 2.0%, ERG-DNA inh -0.1%, GLS inhibitor -3.2%, TrxR1 inh -25.0%, ALOX12 inh -2.7%, JMJD2A Tudor -23.5% and HP1b chromo inh 11.3%.
For Cc1ccc(NC(=O)Nc2cnccn2)c(C)c1 the results were Tb PGK inh -1.1%, RGS4 inhibitor 20.9%, Pin1 inhibitor -0.6%, ERG-DNA inh 13.5%, GLS inhibitor 3.7%, TrxR1 inh 10.2%, ALOX12 inh 0.0%, JMJD2A Tudor -9.8% and HP1b chromo inh 12.4%.
Screening COc1ccc(-n2nc(C(=O)NCC(=O)N3CC(C)CC(C)C3)c3ccccc3c2=O)c(OC)c1 (stereo unspecified) returned Tb PGK inh inactive, RGS4 inhibitor -5.2%, Pin1 inhibitor 0.8%, ERG-DNA inh -2.0%, GLS inhibitor -3.1%, TrxR1 inh 17.6%, ALOX12 inh 8.8%, JMJD2A Tudor -11.9% and HP1b chromo inh 10.4%.
Screening CCOC(=O)N1CCN(CC(=O)Nc2nnc(C(F)(F)F)s2)CC1 returned Tb PGK inh inactive, RGS4 inhibitor -7.2%, Pin1 inhibitor -2.0%, ERG-DNA inh -8.1%, GLS inhibitor -13.1%, TrxR1 inh 0.0%, ALOX12 inh inconclusive, JMJD2A Tudor 4.8% and HP1b chromo inh 55.8%[activator].
`O=C1COc2ccc(C(=O)COC(=O)Cc3ccc(F)cc3)cc2N1` gave Tb PGK inh -7.9%, RGS4 inhibitor 3.7%, Pin1 inhibitor -1.9%, ERG-DNA inh 8.4%, GLS inhibitor 1.3%, TrxR1 inh 26.7%[57.1 µM], ALOX12 inh -31.3%, JMJD2A Tudor -22.3% and HP1b chromo inh -16.8%.
Screening Cc1ccc(S(=O)(=O)N2CCCCC2)cc1NC(=O)CSc1ncccn1 returned Tb PGK inh -4.8%, RGS4 inhibitor -1.5%, Pin1 inhibitor -13.7%, ERG-DNA inh -0.3%, GLS inhibitor 4.7%, TrxR1 inh 19.5%, ALOX12 inh 17.9%, JMJD2A Tudor -5.1% and HP1b chromo inh 17.9%.
For Cc1cc(C)cc(C(=O)NCC(c2ccc(N(C)C)cc2)N2CCCC2)c1 (stereo unspecified) the results were Tb PGK inh 0.1%, RGS4 inhibitor 1.2%, Pin1 inhibitor -2.2%, ERG-DNA inh -4.3%, GLS inhibitor -11.0%, TrxR1 inh 19.6%[57.1 µM], ALOX12 inh 0.7%, JMJD2A Tudor inconclusive and HP1b chromo inh -16.7%.
N/C(=N\OC(=O)Cc1ccccc1)c1cccnc1 was read as Tb PGK inh -2.0%, RGS4 inhibitor 25.5%, Pin1 inhibitor -0.9%, ERG-DNA inh -1.9%, GLS inhibitor 2.3%, TrxR1 inh 4.0%, ALOX12 inh 24.7%, JMJD2A Tudor 5.7% and HP1b chromo inh 17.1%.
`COc1ccc([N+](=O)[O-])cc1NC(=O)CCc1ccccc1` gave Tb PGK inh -3.3%, RGS4 inhibitor -50.9%, Pin1 inhibitor -1.7%, GLS inhibitor -0.3%, TrxR1 inh -4.1%, ALOX12 inh 17.4%, JMJD2A Tudor -17.4% and HP1b chromo inh 31.9%.
`CCCCCn1c(N2CCC(Cc3ccccc3)CC2)nc2c1c(=O)[nH]c(=O)n2C` gave Tb PGK inh -9.8%, RGS4 inhibitor 4.7%, Pin1 inhibitor 1.0%, ERG-DNA inh -1.0%, GLS inhibitor -9.9%, TrxR1 inh 14.0%, JMJD2A Tudor inconclusive and HP1b chromo inh -3.2%.
Screening CC(C)(C)NC(=O)NC(=O)COc1ccccn1 returned Tb PGK inh -4.3%, RGS4 inhibitor -21.5%, Pin1 inhibitor -5.8%, ERG-DNA inh -4.8%, GLS inhibitor -4.1%, TrxR1 inh 6.3%, ALOX12 inh 0.0%[57.4 µM], JMJD2A Tudor -11.7% and HP1b chromo inh 61.8%[activator].
`Cc1ccc(NS(=O)(=O)c2ccc(-c3coc(C)n3)cc2)c(C)c1` gave Tb PGK inh 0.0%, RGS4 inhibitor 17.9%, Pin1 inhibitor 9.9%, ERG-DNA inh 16.2%, GLS inhibitor 10.9%, TrxR1 inh 8.9%, ALOX12 inh -2.2%&17.9%, JMJD2A Tudor 10.3% and HP1b chromo inh 23.0%.
Screening O=C(NCCCn1ccnc1)/C(=C/c1ccco1)NC(=O)c1ccco1 returned Tb PGK inh -1.7%, RGS4 inhibitor 31.0%, Pin1 inhibitor -16.1%, ERG-DNA inh -5.0%, GLS inhibitor 10.3%, TrxR1 inh -10.7%, ALOX12 inh 125.4%[activator], JMJD2A Tudor inconclusive and HP1b chromo inh inconclusive.
For CN(C)c1cccc(C(=O)OC(C(=O)Nc2ccc([N+](=O)[O-])cc2Br)c2ccccc2)c1 (stereo unspecified) the results were Tb PGK inh -7.1%, RGS4 inhibitor -1.3%, Pin1 inhibitor 12.0%, ERG-DNA inh -2.8%, GLS inhibitor 3.8%, TrxR1 inh -2.0%, ALOX12 inh -1.0%, JMJD2A Tudor inconclusive and HP1b chromo inh -16.2%.
`O=S(=O)(NCC1CCCO1)c1cc(Cl)ccc1Cl` (stereo unspecified) gave Tb PGK inh -7.2%, RGS4 inhibitor -0.5%, Pin1 inhibitor 1.4%, GLS inhibitor 0.8%, TrxR1 inh 7.8%, ALOX12 inh 8.0%[57.4 µM], JMJD2A Tudor -0.6% and HP1b chromo inh 11.1%.
For O=C(c1ccccc1)c1ccc(-n2ccnc2)c([N+](=O)[O-])c1 the results were Tb PGK inh -12.0%, RGS4 inhibitor 6.1%, Pin1 inhibitor inconclusive, ERG-DNA inh -4.9%, GLS inhibitor -4.8%, TrxR1 inh 8.1%, ALOX12 inh -7.4%, JMJD2A Tudor -32.2% and HP1b chromo inh -13.5%.
For CC1CN(C(=O)COC(=O)c2ccc(N)c([N+](=O)[O-])c2)CC(C)O1 (stereo unspecified) the results were Tb PGK inh 0.5%, RGS4 inhibitor 24.3%, Pin1 inhibitor 1.8%, ERG-DNA inh -1.1%, GLS inhibitor 2.2%, TrxR1 inh 3.8%, ALOX12 inh -0.3%, JMJD2A Tudor -3.1% and HP1b chromo inh 9.8%.
`COC(=O)c1ccc(CNC(=O)CSc2nnc(COc3ccccc3)n2C)o1` gave Tb PGK inh 3.7%, RGS4 inhibitor 18.0%, Pin1 inhibitor -3.0%, ERG-DNA inh -2.3%, GLS inhibitor 3.6%, TrxR1 inh 4.1%, ALOX12 inh 0.0%, JMJD2A Tudor 9.8% and HP1b chromo inh 20.0%.
`O=C(Nc1ccc(Sc2ccc(Br)cc2)cc1)c1ccco1` gave Tb PGK inh -11.3%, RGS4 inhibitor -24.1%, Pin1 inhibitor -1.4%, ERG-DNA inh 10.3%, GLS inhibitor 0.0%, TrxR1 inh -2.0%, ALOX12 inh 11.3%[57.4 µM], JMJD2A Tudor -2.5% and HP1b chromo inh 23.2%.
`COc1ccc(C2C(C#N)=C(C)NC3=C2C(=O)c2ccccc23)cc1` (stereo unspecified) gave Tb PGK inh -3.1%, RGS4 inhibitor -0.4%, Pin1 inhibitor inconclusive, ERG-DNA inh -17.4%, GLS inhibitor -6.3%, TrxR1 inh -20.8%[57.1 µM], ALOX12 inh inconclusive, JMJD2A Tudor inconclusive and HP1b chromo inh -6.3%.
Screening O=S(=O)(c1cc(Cl)sc1Cl)N1CCCC1 returned Tb PGK inh 1.0%, RGS4 inhibitor 24.7%, Pin1 inhibitor -1.9%, ERG-DNA inh 8.7%, GLS inhibitor -3.4%, TrxR1 inh 25.4%, ALOX12 inh inconclusive, JMJD2A Tudor 16.3% and HP1b chromo inh 42.8%[activator].
For COc1ccc(C(=O)NCc2oc(-c3ccccc3)cc2C(=O)O)cc1 the results were Tb PGK inh -1.0%, RGS4 inhibitor -0.7%, Pin1 inhibitor -2.2%, ERG-DNA inh -2.5%, GLS inhibitor 10.1%, TrxR1 inh -8.0%, ALOX12 inh 0.0%, JMJD2A Tudor -23.9% and HP1b chromo inh 2.0%.
Screening CCc1ccc(/C=C2/SC(=S)N(CCC(=O)Nc3cccnc3)C2=O)cc1 returned Tb PGK inh -0.5%, RGS4 inhibitor 3.8%, Pin1 inhibitor inconclusive, ERG-DNA inh 0.1%, GLS inhibitor 5.6%, TrxR1 inh 6.3%, ALOX12 inh 0.0%, JMJD2A Tudor -8.7% and HP1b chromo inh 18.2%.
CC(C)CNC(=O)c1ccc(NC(=O)c2cccs2)cc1 was read as Tb PGK inh inactive, RGS4 inhibitor -1.5%, Pin1 inhibitor 3.5%, ERG-DNA inh 0.3%, GLS inhibitor -2.0%, TrxR1 inh -2.4%, ALOX12 inh 4.3%, JMJD2A Tudor -10.7% and HP1b chromo inh 27.3%.
For Cc1cc(NCc2ccccc2Cl)n2nnnc2n1 the results were Tb PGK inh -6.3%, RGS4 inhibitor inconclusive, Pin1 inhibitor -7.4%, ERG-DNA inh -9.0%, GLS inhibitor 7.3%, TrxR1 inh 39.4%, ALOX12 inh 26.9%, JMJD2A Tudor -6.3% and HP1b chromo inh 3.6%.

These rows are one share of the data (hit frequency here may not be typical).
